Bioassay records deposited in PubChem by several laboratories.
sdo1 growth: restores growth of sdo1-depleted yeast | S. cerevisiae sdo1-depleted JHY4D growth rescue, OD600 30 h; hits give high values; pdr5 snq2 efflux-pump mutant strain | z-score at 10 µM | 140,000 tested, 0.21% active | AID 817;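 active means z-score above 3 at both the 24 hr and the 30 hr optical density reads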;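 further: z-score against mean and SD of all compound wells on the same plate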
INS promoter inh: TRM-6 insulin promoter activity inhibition; TRM-6 cells (human fetal islet line), insulin promoter-eGFP reporter, imaging; reporter expression induced with tamoxifen; inhibition, % at 2 µM; 130,000 tested, 0.9% active; AID 1273;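 active means inhibition above the mean plus 3 SD, with well images judged a real hit on visual review, cut at about 60% in these data, passing the limit was not always enough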
sdo1 growth Rescue 24 h: second read-out of sdo1 growth, no call of its own (marks repeat the call); z-score; S. cerevisiae sdo1-depleted JHY4D growth rescue, OD600; measured here: growth rescue at 24 h;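 0 is the plate mean of compound wells and units are plate SD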
Starred values were filed as active, the others as inactive; · = not tested or not shown.

Every second line gives: sdo1 growth	sdo1 growth Rescue 24 h	INS promoter inh
- O=C(CCNC(=O)c1ccc(Br)o1)NC1CCCC1
  0.57	0.22	-3.5
- Cc1ccc(O)c(-c2cc(C(=O)Nc3ccc(S(=O)(=O)Nc4nc(C)cc(C)n4)cc3)[nH]n2)c1
  1.64	2.08	16.9
- O=C1C2CCCN2C(=O)N1CCCCN1CCN(c2cccc(Cl)c2)CC1 (stereo not given)
  0.83	0.45	46.1
- CC(Sc1ccc(Cl)cc1)C(=O)Nc1ccc(S(=O)(=O)N2CCOCC2)cc1 (stereo not given)
  -1.22	-1.31	-13.5
- CC(C)(C)NC(=O)Cn1nnnc1-c1nonc1N
  0.83	1.07	-27.0
- CCCCCCS(=O)[C@H]1CS(=O)(=O)C[C@@H]1S(=O)CCCCCC (stereo not given in full)
  1.02	0.92	·
- CC(C)CNC(=O)c1ccccc1NC(=O)c1ccccc1N(C)S(=O)(=O)c1ccccc1
  -0.63	-0.76	·
- c1ccc(COc2ccc(CNCc3cccs3)cc2)cc1
  -1.76	-1.61	·
- ClCc1cc2ccccc2nc1Cl
  ·	·	50.0
- CN(C)c1ccc(NC(=O)CN2C(=O)CC(c3ccccc3)=Nc3ccccc32)cc1
  2.7	4.33	63.6
- CN(C)C(=O)CSc1nnc(Cc2ccc3c(c2)OCO3)o1
  ·	·	20.0
- COC(=O)c1nnn(-c2nonc2N)c1CSCCO
  1.42	1.6	10.0
- COCCn1c(C)cc2c(c1=O)C(c1ccco1)C(C#N)=C(N)O2 (stereo not given)
  -0.62	0.29	-2.8
- Cc1cccc(C(=O)Oc2ccc(/C=N/NC(=O)c3ccccc3O)cc2)c1
  -0.73	-0.17	20.0
- CCN(CC)CCCNC(=O)c1cc2c(-c3ccc(Cl)cc3)nn(C)c2s1
  -0.64	-1.3	·
- CCOC(=O)c1c(C)[nH]c(C(=O)CN2C(=O)NC(C)(CC(C)C)C2=O)c1C (stereo not given)
  ·	·	18.2
- Cc1ccc(NC(=O)CCSc2nnc(C)s2)cc1
  1.07	0.66	·
- COc1ccc(-c2nc(CN3CCCC(C(=O)NC4CCCC4)C3)c(C)o2)cc1 (stereo not given)
  0.92	1.01	-15.4
- O=C(NNC(=O)c1ccccc1-n1cccc1)c1ccc(F)cc1
  ·	·	-14.3
- CCC1SC2=NC(C)=C(C(=O)OCC(C)C)C(/C=C/c3ccccc3OC)N2C1=O (stereo not given)
  0.17	-0.56	-13.5
- CCCc1cc2c(cc1NC(=O)c1ccccc1F)OCO2
  0.46	0.72	25.0
- CSc1nc2nc(-c3cccc(C(F)(F)F)c3)ccn2n1
  ·	·	33.3
- COc1cc(C(=O)Nc2ccc3c(c2)C(=O)c2ccccc2C3=O)cc(OC)c1OC
  0.05	1.44	·
- CCOC(=O)c1cc(C)[nH]c(=S)c1C#N
  1.36	1.79	12.5
- CCOc1ccc(C(=O)OCC(=O)NC(C)C)cc1
  ·	·	66.7
- Clc1ccc(C2CC(c3ccccc3)Nc3ncnn32)cc1 (stereo not given)
  0.24	-0.99	·
- O=C(Nc1ccc(Cl)cc1)Nc1cccnc1
  1.75	-0.53	66.7
- COC(=O)c1ccc(/C=C/c2ccc3cccc(OC)c3n2)cc1
  -1.03	-0.99	·
- Cc1cc(N)n(-c2cc(C)c3ccccc3n2)n1
  ·	·	25.0
- O=C(CCCNS(=O)(=O)c1cccc2nsnc12)NCc1ccc(Cl)cc1
  -0.65	-0.25	·
- COc1ccccc1NC(=O)CNc1ccc(F)c(Cl)c1
  -1.18	-0.86	·
- NC(=O)C1(N2CCCCC2)CCN(C2CC(=O)N(Cc3cccs3)C2=O)CC1 (stereo not given)
  0.05	-0.33	17.2
- CCN(CC)C(=O)C1CCN(Cc2cccc(OCc3ccccc3)c2)CC1
  -0.34	-1	·
- COc1cc(/C=N/NC(=O)CCN2CCN(C(c3ccccc3)c3ccccc3)CC2)ccc1O
  0.73	0.49	·
- CCSc1nnc(-c2ccncc2)o1
  2.75	2.12	28.2
- O=C(NN1C(=O)C2C3CCC(O3)C2C1=O)c1ccc(Br)o1 (stereo not given)
  1.25	1.31	-8.3
- COc1ccc(S(=O)(=O)CC2(O)CCN(C(=O)CC(C)C)CC2)cc1
  ·	·	25.9
- Cn1c(O)c(C(C#N)=C2N=c3ccccc3=N2)c2ccccc21
  0.75	3.54	0.0
- O=C(CCn1nc(-c2ccccc2)ccc1=O)N1CCCC1
  1.23	0.91	4.8
- COC(=O)c1ccc(NC(=O)CNS(=O)(=O)c2cccs2)cc1
  -0.18	-0.65	45.2
- COC(=O)C(/C=N/O)NC(=O)c1ccccc1 (stereo not given)
  ·	·	48.1
- COc1ccc(S(=O)(=O)N2CCOC2CNC(=O)C(=O)NCCc2c[nH]c3ccccc23)cc1C (stereo not given)
  0.59	0.64	-100.0
- CC(=O)C1=C(O)C(=O)N(c2ccc(S(N)(=O)=O)cc2)C1c1ccc([N+](=O)[O-])cc1 (stereo not given)
  0.52	0.02	2.6
- O=C(CCN1CCOCC1)c1ccc2c(c1)OCCO2
  1.39	1.41	47.4
- Cc1ccc(NC(=O)C2CCN(S(=O)(=O)c3cccs3)CC2)cc1
  ·	·	-40.0
- O=c1[nH]c2cc3c(cc2cc1CN(Cc1cccnc1)C(=S)NCc1ccco1)OCO3
  ·	·	-93.3
- Cc1ccc(N(C(=O)c2ccc(CN3CCOCC3)o2)C(C(=O)NCCC(C)C)c2cccs2)c(C)c1 (stereo not given)
  0.81	0.53	8.1
- CC(C)Cn1c(N)c(C(=O)CCl)c(=O)n(C)c1=O
  -0.24	-0.03	-45.5
- CSc1nnc(C)c(=O)n1COC(=O)COc1ccc(F)cc1
  ·	·	0.0
- Cc1nnsc1C(=O)Nc1ccccc1Cl
  -0.04	-1.18	·
- c1ccc(-c2csc(-n3cnnn3)n2)cc1
  1.13	1.33	-29.0
- CCCN(Cc1ccccc1)C(=S)Nc1ccc(OCC)cc1
  ·	·	5.0
- COc1ccc(C2C(C#N)=C(N)OC3=C2C(=O)CC(C)(C)C3)c([N+](=O)[O-])c1OC (stereo not given)
  0.93	-0.2	-22.0
- COc1ccc(C(=O)Nc2ccc3oc(Cc4ccc(Cl)cc4)nc3c2)cc1OC
  -1.42	-0.61	·
- O=C(COC(=O)Cc1ccc(F)cc1)Nc1cc(S(=O)(=O)N2CCOCC2)ccc1N1CCCC1
  0.73	0.89	·
- c1ccc(-n2ncc3c(NCCCN4CCOCC4)ncnc32)cc1
  0.38	-0.51	-18.2
- O=C(Nc1ccc(N2CCOCC2)c(Cl)c1)c1ccco1
  -0.46	0.25	-78.6
- CC(=O)N1CC2(C)CN(C(C)=O)CC(C)(C1)C2
  0.11	-0.74	31.2
- CC(=O)Nc1ccc(S(=O)(=O)n2cnc3cc(C)c(C)cc32)cc1
  0.78	1.44	·
- O=C(NCc1ccc2c(c1)OCO2)c1c(O)c2cccc3c2n(c1=O)CCC3
  -0.03	-0.81	0.0

Additional records:
Every second line gives: sdo1 growth	sdo1 growth Rescue 24 h	INS promoter inh
- CCCCCCCCCCOC(=O)NC1CCS(=O)(=O)C1 (stereo not given)
  ·	·	25.6
- CC/C(C)=N/NC(=S)NCc1ccco1
  0.46	-0.89	39.7
- Fc1ccc(CNCc2ccc(Br)cc2)cc1
  -0.88	-0.73	14.3
- CCOC(=O)CNC(=O)c1sc2nc(C)cc(C)c2c1N
  -0.28	-0.46	·
- N#CCc1c(C#N)c(N)nc(N2CCN(S(=O)(=O)c3ccccc3)CC2)c1C#N
  0.5	-0.19	21.1
- C/C(O)=C(\C#N)c1nc2ccccc2[nH]1
  0.25	-0.1	1.4
- O=C(CSc1nnc2c3ccccc3c3ccccc3c2n1)Nc1ccccc1F
  -2.13	-0.69	·
- COC(=O)C1=C(C)N(Cc2ccco2)C(=O)N[C@H]1c1cccc(C(F)(F)F)c1
  -0.99	-0.96	4.5
- COc1ccc(N(C)S(=O)(=O)c2cccc(C(=O)NCc3ccc4c(c3)OCO4)c2)cc1
  ·	·	-146.2
- O=C(NC1CCN(Cc2ccccc2)CC1)c1c(F)cccc1F
  0.27	0.16	6.2
- CN1CCC2(CC1)C1CN(C)CC=C1C(C#N)=C(N)C2(C#N)C#N (stereo not given)
  -0.58	-1.24	-155.6
- Cc1cccc(C(=O)N/N=C/C(C)Cc2ccc3c(c2)OCO3)c1 (stereo not given)
  1.62	1.15	·
- O=c1[nH]cnc2scc(-c3ccc(F)cc3)c12
  2.03	1.84	36.4
- O=C(NCCCNC(=O)C(F)(F)C(F)F)C(F)(F)C(F)F
  0.98	1.1	-14.3
- CC(NC(=O)c1ccco1)c1ccc2c(c1)OCCO2 (stereo not given)
  -0.31	-1.46	26.7
- O=C(CSc1c2c(nc3ccccc13)CCC2)N1CCCC1
  ·	·	-6.7
- O=C(CCN1C(=O)c2ccccc2C1=O)Nc1cc(F)ccc1F
  1.39	1.15	-51.6
- O=C1Nc2ccccc2C12Nc1ccccc1S2 (stereo not given)
  0.85	1.36	-9.3
- O=C(CSc1nnc(-c2ccco2)n1CC1CCCO1)N1CCCCC1 (stereo not given)
  1	-0.67	-42.9
- CC(=O)/C(=N/Nc1cccc(Cl)c1)N1CCOCC1
  -2.14	-1.55	5.4
- COC(=O)c1ccc(Cn2nnc3ccccc3c2=O)o1
  0.41	0.18	54.5
- O=C(COC(=O)c1cnccn1)NCc1ccccc1
  0.58	0.01	37.1
- Cn1nc(-c2ccccc2)c(-c2nc(-c3ccccc3Cl)no2)c1Cl
  -0.59	0.03	35.7
- Cc1ccccc1Cn1cc(S(=O)(=O)CC(=O)N2CCCCC2)c2ccccc21
  0.42	0.27	-80.0
- CC1(C)CC(=O)CC(=Nc2ccc(C(=O)O)cc2)C1
  1.77	2.03	-96.5
- CC(C)CC1NC(=S)N(Cc2ccccc2)C1=O (stereo not given)
  -0.15	-0.35	-14.8
- Cc1ccc(OC(=O)c2cccnc2)cc1
  ·	·	23.1
- CCOC(=O)Cc1c(C)nc2c(-c3ccc(Cl)cc3)c(C)[nH]n2c1=O
  0.8	-0.14	4.2
- CCCCNC(=O)c1cccc(C(=O)NCCCC)c1
  0.91	-0.18	29.0
- Cc1ccc(C(C(=O)NCc2ccc(F)cc2)N(C(=O)c2csnn2)C2CC2)o1 (stereo not given)
  1.16	2	-54.5
- Cc1cc(C)c2c(=O)[nH]c(=O)n(Cc3ccccc3)c2n1
  -1.15	-0.66	-78.6
- Cc1cc(NC(=O)c2ccccc2)nc2c1c(=O)oc1ccccc12
  ·	·	2.7
- CCOc1ccc(C(O)Cc2nc3ccccc3n2C)cc1 (stereo not given)
  0.9	1.38	-29.4
- CCCCOC(=O)Nc1sc2nc(C)cc(C)c2c1-n1cccc1
  -0.07	1.51	-29.4
- CCc1nnc2c3cnn(-c4ccccc4)c3ncn12
  -0.74	-1.28	77.8*
- O=C(Nc1ccc(-c2nc3cc(Cl)ccc3c(=O)o2)cc1)c1ccco1
  -1.36	-1.39	26.5
- O=C(Cc1ccccc1)Nc1scc(-c2ccccc2)c1C(=O)N1CCOCC1
  0.07	0.4	-39.1
- CN1CC(=O)N(CC(=O)Nc2ccc(Cl)c(C(F)(F)F)c2)C1=O
  0.57	0.06	29.0
- Cc1cccc2cc(CN(Cc3cccnc3)C(=O)c3cccs3)c3nnnn3c12
  ·	·	-25.0
- Cc1cccc(Nc2nc(-c3cccs3)cs2)n1
  -2.5	-1.65	-300.0
- COc1ccccc1OCC(=O)NNC(=O)C(=O)N1CCCC1
  0.52	-0.18	·
- O=C(c1ccco1)n1nc(NCc2ccccc2)nc1NCc1ccccc1
  -1.63	-0.28	2.7
- O=C1c2ccccc2C(=O)N1CCn1nc(Cl)nc1Cl
  0.01	-0.43	-17.9
- Cc1ccc(C)c(N(CC(=O)N/N=C/c2ccc(-c3ccc([N+](=O)[O-])cc3)o2)S(=O)(=O)c2ccccc2)c1
  -0.57	0.46	·
- Cc1cc2ncn(C(=O)N3CCCCCC3)c2cc1C
  -0.12	-0.66	23.1
- COc1ccc(Cc2nc(=S)[nH][nH]2)cc1Br
  ·	·	0.0
- O=C(O)CCCn1nc(-c2ccccc2)c2ccccc21
  0.2	-0.37	·
- Cc1sc2cc3c(c(C(=O)c4ccccc4)[n+]2c1C)-c1cccc2cccc-3c12
  -2.16	-1.39	-46.1
- O=C(Nc1ccccc1OC(F)F)c1oc2ccccc2c1COc1ccccc1
  0.07	1.87	37.5
- CC(C)CCNC(=O)/C=C/c1ccc(Br)cc1
  0.15	0.06	42.9
- COc1cccc(-n2c(SCC(=O)Nc3cc(C)on3)nc3c([nH]c4ccccc43)c2=O)c1
  -0.7	-1.28	·
- C[N+]1(CC(=O)Nc2ccc(F)cc2)CCN(C(=O)c2ccco2)CC1
  0.11	-0.27	2.7
- CCC(NS(=O)(=O)c1ccc(C)cc1)C(=O)N1CCC2(O)CCCCC2C1 (stereo not given)
  -0.36	-0.96	-4.2
